# IEC-6 cytotox: kills IEC-6 intestinal cells in KLF5 counter-screen; actives 0.78% (n = 290,000); inhibition, % at 5 µM; IEC-6 cytotoxicity, luminescence viability; AID 1825; in the data active = inhibition above about 22%;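 note: 0% = plate median of test compound wells and 100% = cytotoxic reference compound wells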
# GSK3A inh: human GSK-3 alpha kinase inhibition; P49840; ADP-Glo luminescence, 60 min; inhibition, % at 10 µM; actives 0.1% (n = 320,000);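 in the data active = inhibition above about 50%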;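 note: GST-tagged GSK-3 alpha with peptide substrate and 25 µM ATP; 0% = DMSO neutral wells and 100% = GW8510 positive control wells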
# Target sequence (P49840 whole entry, looked up): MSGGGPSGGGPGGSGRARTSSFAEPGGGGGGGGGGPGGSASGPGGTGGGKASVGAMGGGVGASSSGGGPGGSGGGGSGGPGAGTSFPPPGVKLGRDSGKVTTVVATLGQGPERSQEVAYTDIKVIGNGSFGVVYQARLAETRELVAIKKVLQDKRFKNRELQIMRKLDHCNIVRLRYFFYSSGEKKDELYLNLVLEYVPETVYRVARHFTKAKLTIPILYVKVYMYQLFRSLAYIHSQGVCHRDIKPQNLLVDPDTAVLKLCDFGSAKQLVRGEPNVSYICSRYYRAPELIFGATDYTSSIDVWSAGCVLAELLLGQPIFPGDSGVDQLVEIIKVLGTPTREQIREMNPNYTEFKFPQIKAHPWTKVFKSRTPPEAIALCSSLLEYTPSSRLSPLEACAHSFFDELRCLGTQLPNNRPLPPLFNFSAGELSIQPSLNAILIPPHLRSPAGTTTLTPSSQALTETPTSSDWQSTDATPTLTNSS
# HSF-1 act: increases HSF-1 driven luciferase reporter signal | NIH3T3-HGL HSF-1 luciferase reporter, MG132, 8 h; 100% = twice DMSO control signal | activation, % at 9 µM | actives 1.7% (n = 300,000) | AID 504408;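 active = mean replicate activation of at least 50% with a set share of replicates each reaching 50%; inconclusive = only one of those two conditions met; inactive = mean below 50% and too few replicates reaching it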;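 note: 0% = median of the neutral control wells and 100% = twice that signal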
# aSyn UTR inh: MLPCN primary screen, SNCA 5' untranslated region | alpha-synuclein 5'UTR reporter, inhibitor activity | inhibition, % (tested at 7.5 µM) | actives 0.82% (n = 300,000); in the data active = inhibition above about 60%; inconclusive = no clear call, values can overlap the other calls;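 note: H4 neuroglioblastoma cells stably carrying SNCA 5'UTR luciferase fusion; 0% = DMSO wells and 100% = positive control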
# KLF5 inh: kruppel-like factor 5 inhibition; AID 1700; DLD-1 KLF5 promoter-luciferase reporter, luminescence; inhibition, % at 5 µM; actives 0.23% (n = 290,000);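 active = inhibition above a per-plate limit of that plate's mean compound inhibition plus 3 SD, cut at about 60% in these data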;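 note: 0% = DMSO wells and 100% = LY294002 at 200 µM; higher means less KLF5 promoter-driven luciferase light; inactives centre near -14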
# HIF activator: HIF pathway transcriptional activation; U2OS HRE-luciferase reporter, luminescence; normalized: DMSO 0%, desferrioxamine 100%; activation, % at 7.5 µM (by protocol); actives 0.32% (n = 300,000); AID 1910;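 active = mean activation of at least 10% of the iron chelator positive control signal, with at least half of replicates also reaching 10%; inconclusive = mean and replicate majority disagree about reaching 10%; inactive = mean and most replicates under 10%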
# AI-2 QS mod: Vibrio harveyi AI-2 quorum sensing modulation. Vibrio harveyi JMH597 AI-2 luminescence/OD600 ratio, 9 h; stronger effect = lower value; strain lacks LuxN and CqsS sensors; 0 = neutral-control median. AID 2094. actives 0.4% (n = 300,000). activity change, % at 7.5 µM; in the data active = activity change below about -75%, passing the limit was not always enough; inconclusive = no clear call, values can overlap the other calls;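 note: luminescence divided by OD600 gain over 9 h not by final OD600 alone; inactives centre near 13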
# HSP90 inh: HSP90 refolding inhibition in rabbit reticulocyte lysate; luciferase refolding luminescence, 3 h; inhibition, % at 5.6 µM; AID 1789; actives 0.91% (n = 290,000);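 active = inhibition above the screen-wide mean plus 3 SD, computed separately per campaign, cut at about 16% in these data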;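 note: 0% = DMSO wells and 100% = 60 µM geldanamycin wells; inhibitors lower the luminescence because luciferase stays unfolded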
# GSK3beta inhib: inhibitors of human GSK3beta kinase. activity score (negative = inhibition), % at 10 µM. AID 2097. GST-GSK3beta kinase, ADP-Glo luminescence, 60 min; stronger effect = lower value. actives 0.038% (n = 300,000);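 active = more than half of replicate wells score below -50%, meaning over 50% inhibition versus plate controls; inconclusive = some replicates but at most half score below -50%; inactive = no replicate scores below -50%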;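 note: 0% = median DMSO wells and -100% = median GW8510 positive control wells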
# Target sequence (P49841 whole entry, looked up): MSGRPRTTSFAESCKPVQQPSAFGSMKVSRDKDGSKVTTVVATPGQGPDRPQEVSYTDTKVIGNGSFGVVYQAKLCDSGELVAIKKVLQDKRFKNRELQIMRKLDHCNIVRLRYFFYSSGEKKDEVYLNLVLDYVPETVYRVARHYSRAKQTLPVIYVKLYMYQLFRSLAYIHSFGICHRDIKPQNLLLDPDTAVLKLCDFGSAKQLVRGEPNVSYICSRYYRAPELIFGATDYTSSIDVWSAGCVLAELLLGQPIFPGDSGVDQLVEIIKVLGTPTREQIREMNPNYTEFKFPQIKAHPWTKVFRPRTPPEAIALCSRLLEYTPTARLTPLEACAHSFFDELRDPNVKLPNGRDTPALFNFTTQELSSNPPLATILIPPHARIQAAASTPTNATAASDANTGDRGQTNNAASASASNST
#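 Test system – GST-tagged human GSK3beta kinase, cell-free · Incubation – 60 min enzyme reaction, room temperature · Signal – ADP-Glo luminescence · Also added – peptide substrate and ATP at 25 µM · Controls – DMSO neutral wells and GW8510 at 20 µM as positive · Buffer or medium – Tris/MgCl2 kinase buffer · Measure – Luminescence-derived activity versus plate DMSO and GW8510 wells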
# HSF1 inh: HSF1 inhibition; AID 2098; activity change, negative = inhibition, % at 7.5 µM (by protocol); NIH3T3-HGL HSE-luciferase, MG132-induced, luminescence 8 h; stronger effect = lower value; actives 0.77% (n = 300,000);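 active = more than half of replicate wells show activity change below -50%, luminescence cut by over half; inconclusive = some wells, but at most half, below -50%; inactive = no replicate well below -50%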;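 note: luciferase reports HSF-1 transcriptional activity via heat shock element; 0% = median of DMSO wells and -100% = zero luminescence signal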
# * hit, by the source's call; ? = inconclusive; . = no result given.
Compound	IEC-6 cytotox	GSK3A inh	HSF-1 act	aSyn UTR inh	KLF5 inh	HIF activator	AI-2 QS mod	HSP90 inh	GSK3beta inhib	HSF1 inh
O=C(N[C@@H](Cc1ccccc1)C(=O)OCc1ccccc1)c1nc[nH]c1C(=O)NCc1ccccc1	1	-2	-6	6	-10	0.4	23	8	1	9
N#CCSc1nc2c(c(C3CC=CCC3)c1C#N)CCC2 (stereo unspecified)	2	-1	11	24	5	-0.4	14	4	-1	-4
COc1cccc(C2=NOC(C(=O)Nc3cccc(C(C)=O)c3)C2)c1OC (stereo unspecified)	-4	.	8	6	-19	0.5	25	-1	-2	-5
CCOc1ccc(CCNC(=O)c2cccc(NC3=NC4CS(=O)(=O)CC4S3)c2)cc1OCC (stereo unspecified)	4	0	-11	-20	12	-0.2	31	2	-2	-3
Cc1cc(C#Cc2c(-c3ccccc3)n(C)c3ccccc23)ccc1F	-6	-3	4	1	-8	0.3	24	-5	2	4
CCOc1ccc(NC(=O)COC(=O)COc2cccc3c2OC(C)(C)C3)cc1	8	0	9	-15	18	-0.1	2	4	2	3
O=c1[nH][nH]c(C(F)(F)F)c1C=NCc1ccccc1Cl	3	5	-1	-22	-13	-3.4	2	3	-1	-2
CCc1ccc(N(C(=O)C(F)(F)F)C(C(=O)NC2CCCCC2)c2ccncc2)cc1 (stereo unspecified)	1	1	6	22	-4	-0.5	10	-2	5	10
CCSc1nsc(NC(=O)Nc2ccccc2F)n1	-3	0	45	-183	-155	3.5	25	-1	-3	26
O=C(O)/C=C\C(=O)Nc1ccccc1C(=O)N1CCN(c2ccc(Cl)cc2)CC1	-2	-4	23	-1	-26	0.5	14	1	4	5
Cc1nc2ccc3[nH]snc3c2n1	5	15	.	-15	-17	0.3	23	3	-11	.
COCC(=O)N(C)C1(c2nnnn2CCOC(=O)Nc2ccc(Cl)cc2)CCCC1	0	1	19	21	-25	.	7	0	-1	6
O=C(Oc1cccc(-n2cnnn2)c1)c1ccco1	8	-1	-8	7	-50	-0.5	-1	-3	-3	1
CCCCC(=O)Nc1cc(NC(=O)CCCC)cc(C(=O)O)c1	-3	-2	27	18	-1	0.2	9	0	-2	4
Nc1ccc(N2CCN(c3ccc(Cl)c(Cl)c3)CC2)cc1	-6	-2	22	1	-25	-0.3	25	-2	-3	-4
COc1ccc(-c2[nH]ncc2CNCCn2cccn2)c(F)c1	-1	0	-9	3	-13	-0.4	5	-1	-1	-3
Cn1c(=O)c2c(nc(CN3CCN(C(=O)c4ccco4)CC3)n2Cc2ccccc2F)n(C)c1=O	-4	-3	-6	24	13	-0.2	36	0	-1	-2
CS(=O)(=O)N(CC(=O)N1CCN(Cc2ccc3c(c2)OCO3)CC1)Cc1ccc(Cl)cc1	-7	0	3	21	-28	-0.4	11	2	4	-8
CCC(Oc1ccccc1)C(=O)Nc1ccccc1C(=O)N1CCN(C)CC1 (stereo unspecified)	-7	1	-4	-8	-18	0.4	11	-2	0	-1
Nc1nc(SCC(=O)NC2CCCCCC2)[nH]c(=O)c1-c1ccccc1	0	-3	-4	0	-20	-0.1	28	6	1	-8
CC1Oc2ccccc2C=C1/C=N\NC(=O)c1cccnc1 (stereo unspecified)	8	7	19	-35	-2	1.1	13	-1	-1	4
NC(=O)C1CCN(CC(O)CSc2ccc(F)cc2)CC1 (stereo unspecified)	-2	-3	-17	-2	5	-0.4	19	6	-6	-7
Cc1sc2ncnc(N[C@@H](Cc3c[nH]c4ccccc34)C(=O)O)c2c1C	1	-5	-6	-41	-35	-0.1	13	-3	4	-3
COc1ccc(S(=O)(=O)NCC2CCCO2)cc1Cl (stereo unspecified)	-3	-2	-9	2	-3	-1.3	.	-2	.	2
CCC(C)(C)n1nnnc1C(C(C)C)N(Cc1cccnc1)Cc1ccco1 (stereo unspecified)	0	-1	16	-21	-29	-0.7	14	2	-1	6
CNc1ccccc1C(C)(C)c1cn(-c2ccc([N+](=O)[O-])cc2)nn1	1	0	4	6	-12	-1.9	.	-1	.	-3
COC(=O)C1=C(C)NC2=C(C(=O)CC(C)(C)C2)C1c1cn(Cc2ccc(Br)cc2)nc1-c1ccccc1 (stereo unspecified)	-5	0	74*	15	-13	-0.1	19	0	-3	37
O=C(Nc1nnc(-c2ccccc2)s1)c1ccccc1O	-3	0	24	-153	-165	1.2	14	0	1	9
CCC(C)NC(=O)c1ccccc1NC(=O)c1ccc(CSc2ccc(C)cc2)cc1 (stereo unspecified)	-1	-4	-16	7	-28	0.0	0	0	-2	5
CCN(CC)S(=O)(=O)c1ccc(Cl)c(NC(=O)c2ccc(C#N)cc2)c1	-7	-2	-1	11	-8	-0.1	31	-2	1	-1
CCN(CC)S(=O)(=O)c1cc(OC)c(Cl)cc1OC	2	-1	2	-4	-18	-0.2	12	4	0	3
CN(CC(=O)NC1CCCCC1)S(=O)(=O)c1ccc(Cl)cc1	-2	1	15	12	-23	-0.6	11	2	1	-2
CCOC(=O)C1(CC2CCCCO2)CCN(Cc2nccn2-c2ccc(OC)cc2)CC1 (stereo unspecified)	4	2	0	5	9	-0.3	24	-2	0	-4
CCc1cc(C(=O)Cc2ccc(F)cc2)c(O)cc1O	-3	6	16	7	-13	-0.1	24	0	-4	-8
CCCC(=O)Nc1c(C)n[nH]c1C	3	-1	-9	-1	-8	-0.4	19	-1	-1	-4
Cc1c(C(=O)O)sc2nc(C)n(C)c(=O)c12	0	2	3	15	-14	0.0	14	-2	0	-7
COc1cccc(Nc2nnc(SCC(=O)N3CCOCC3)s2)c1	-3	.	2	-54	-33	0.0	24	-4	0	2
CCC1c2ccc(C)n2CCN1C(=O)Nc1cc(Cl)ccc1OC (stereo unspecified)	-1	0	-11	3	-12	0.1	8	1	-1	3
COc1ccc(OCC(=O)Nc2ccccc2-c2ccccc2)cc1	28*	-1	26	21	10	2.5	9	4	0	5
COc1ccc(C(=O)NNC2CC(=O)N(Cc3ccc(Cl)cc3)C2=O)cc1OC (stereo unspecified)	-4	1	4	9	-2	-0.5	8	1	0	-2
Cn1cccc1-c1nc2ccccc2n1Cc1ccccc1	-1	-2	33	11	-6	-0.1	-10	3	3	24
COc1cc(/C(C)=N/NC(=O)CSc2nncn2C)ccc1OCc1ccccc1Cl	0	0	?	-83	-30	1.4	5	3	0	18
Cc1ccc(OCc2cc(C(=O)N3CCN(C4CCCC4)CC3)no2)cc1C	-2	-3	23	-22	-16	1.4	12	2	-2	17
O=c1ccn(-c2cccc(C(F)(F)F)c2)nc1-c1ccn(-c2ccccc2F)n1	-3	-5	8	15	0	-0.3	30	-2	1	2
O=C(Nc1ccnn1C1CCN(CCCC2CCCC2)CC1)c1ccccc1	3	-1	2	-1	-2	-0.2	20	-5	-4	0
CCOC(=O)c1ccc(-c2ccc3c(c2)CCC3)nc1C	-10	-2	36	-99	-213	1.7	27	1	3	11
O=C(CSc1nnc(-c2ccccc2)o1)NCC1CCCCC1	2	.	-2	6	-20	-0.1	15	-2	3	-7
OCCNCCCCOc1ccccc1F	-2	-7	0	3	-6	-0.4	23	-1	2	2
O=C1CNC(=S)N1c1nc(-c2ccccc2)cs1	1	0	52*	-141	-34	1.9	18	-3	1	26
O=C(COC(=O)c1cccc(N2C(=O)C3CC=CCC3C2=O)c1)c1ccccc1 (stereo unspecified)	5	0	15	15	-41	-0.4	3	-3	-1	11
CC(C)N1C2OC(C3OC4C(O3)N(C(C)C)S(=O)(=O)N4C(C)C)OC2N(C(C)C)S1(=O)=O (stereo unspecified)	-9	1	31	-10	-4	-0.1	10	0	-1	6
Fc1ccc(CNc2ccc(CNc3ncn[nH]3)cc2)cc1	-7	.	12	13	-26	-0.3	-40	-2	2	-2
CCCCc1c(O)nc2n(c1=O)CCS2	-4	1	10	0	-32	0.0	-6	7	0	-4
Cc1ccc(-c2nnc(COC(=O)c3cc(=O)[nH]c4ccccc34)o2)cc1	-1	-4	11	2	-26	-0.8	17	-1	1	-1
CCOc1ccc(Nc2nc(NCC(=O)O)nc(N)c2[N+](=O)[O-])cc1	-9	4	-5	-21	-15	1.5	28	1	1	0
CCOC(=O)C1CN(S(=O)(=O)c2ccc(OC)cc2)c2cc(S(=O)(=O)CC)ccc2O1 (stereo unspecified)	1	3	-15	8	7	0.0	12	1	-2	-2
Cc1cccc(N=C2N=C(N)c3ccccc32)c1	-4	-1	-13	13	-4	0.1	19	-2	2	-2

# Compounds listed so far that have an NH in an aromatic ring, in the order listed:
Compound	IEC-6 cytotox	GSK3A inh	HSF-1 act	aSyn UTR inh	KLF5 inh	HIF activator	AI-2 QS mod	HSP90 inh	GSK3beta inhib	HSF1 inh
O=C(N[C@@H](Cc1ccccc1)C(=O)OCc1ccccc1)c1nc[nH]c1C(=O)NCc1ccccc1	1	-2	-6	6	-10	0.4	23	8	1	9
O=c1[nH][nH]c(C(F)(F)F)c1C=NCc1ccccc1Cl	3	5	-1	-22	-13	-3.4	2	3	-1	-2
Cc1nc2ccc3[nH]snc3c2n1	5	15	.	-15	-17	0.3	23	3	-11	.
COc1ccc(-c2[nH]ncc2CNCCn2cccn2)c(F)c1	-1	0	-9	3	-13	-0.4	5	-1	-1	-3
Nc1nc(SCC(=O)NC2CCCCCC2)[nH]c(=O)c1-c1ccccc1	0	-3	-4	0	-20	-0.1	28	6	1	-8
Cc1sc2ncnc(N[C@@H](Cc3c[nH]c4ccccc34)C(=O)O)c2c1C	1	-5	-6	-41	-35	-0.1	13	-3	4	-3
CCCC(=O)Nc1c(C)n[nH]c1C	3	-1	-9	-1	-8	-0.4	19	-1	-1	-4
Fc1ccc(CNc2ccc(CNc3ncn[nH]3)cc2)cc1	-7	.	12	13	-26	-0.3	-40	-2	2	-2
Cc1ccc(-c2nnc(COC(=O)c3cc(=O)[nH]c4ccccc34)o2)cc1	-1	-4	11	2	-26	-0.8	17	-1	1	-1

# Compound activity as filed in PubChem.
